Bioassay records as filed in PubChem.
FBA Mtb inh = inhibits M. tuberculosis FBA enzyme | AID 588726 | purified M. tuberculosis FBA, fluorescence read-out | P9WQA3 | inhibition, % at 1 µM | 2.3% of 360,000 active; in the data active = inhibition above about 27%;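 note: 0% = vehicle and 100% = reference inhibitor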
Target sequence (P9WQA3 whole entry, looked up): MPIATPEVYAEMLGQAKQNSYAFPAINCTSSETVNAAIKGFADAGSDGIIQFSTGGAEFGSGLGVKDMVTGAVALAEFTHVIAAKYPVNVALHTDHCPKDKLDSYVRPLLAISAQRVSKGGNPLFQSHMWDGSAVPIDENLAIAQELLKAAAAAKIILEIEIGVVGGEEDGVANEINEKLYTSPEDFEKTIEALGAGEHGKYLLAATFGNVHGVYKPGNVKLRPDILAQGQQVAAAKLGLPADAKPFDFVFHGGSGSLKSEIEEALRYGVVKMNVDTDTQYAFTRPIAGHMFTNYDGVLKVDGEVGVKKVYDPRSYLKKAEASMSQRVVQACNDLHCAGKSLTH
Mtb UGM inh = inhibitors of M. tuberculosis UDP-galactopyranose mutase. AID 504406. inhibition, % at 10 µM. purified UGM, fluorescence polarization probe displacement. 0.06% of 320,000 active; in the data active = inhibition above about 10%, passing the limit was not always enough; inconclusive = no clear call, values can overlap the other calls
Target sequence (P9WIQ1 whole entry, looked up): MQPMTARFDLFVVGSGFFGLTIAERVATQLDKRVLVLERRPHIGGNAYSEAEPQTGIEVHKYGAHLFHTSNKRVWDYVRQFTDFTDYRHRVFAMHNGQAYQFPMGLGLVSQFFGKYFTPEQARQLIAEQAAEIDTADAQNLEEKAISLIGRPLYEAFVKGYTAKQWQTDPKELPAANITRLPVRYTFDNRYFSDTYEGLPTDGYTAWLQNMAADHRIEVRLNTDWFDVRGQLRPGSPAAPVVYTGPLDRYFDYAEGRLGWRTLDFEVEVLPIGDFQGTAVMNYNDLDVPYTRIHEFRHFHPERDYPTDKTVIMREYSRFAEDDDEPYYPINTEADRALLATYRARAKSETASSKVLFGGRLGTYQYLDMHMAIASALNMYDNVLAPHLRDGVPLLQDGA
BoNT A protease = blocks Botulinum neurotoxin A light chain protease; multiplex microsphere protease substrate cleavage, flow cytometry; 0.17% of 360,000 active; inhibition, % at 10 µM; AID 588499; note: plate controls were buffer without enzyme for full effect and enzyme alone for no effect
FadD28 binding = inhibitors of Mycobacterium tuberculosis FadD28 bisubstrate binding; FadD28 bisubstrate probe binding, fluorescence polarization; inhibition, % at 12.5 µM; 0.22% of 360,000 active; in the data active = inhibition above about 8.5%, passing the limit was not always enough; inconclusive = no clear call, values can overlap the other calls
GDH-TPI inh = GDH-TPI coupled enzyme inhibition counter-screen. inhibition, % at 4.8 µM. GDH-TPI coupled enzyme counterscreen, NADH absorbance. AID 588335. 1.2% of 360,000 active; in the data active = inhibition above about 30%;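 note: 0% = DMSO wells and 100% = wells lacking the enzyme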
PfHsp40 yeast = restores yeast growth despite PfHsp40 toxicity | AID 504582 | 0.68% of 340,000 active | growth rescue, % at 12.5 µM | S. cerevisiae expressing PfHsp40, growth rescue, ATP luminescence; in the data active = growth rescue above about 28%, passing the limit was not always enough; inconclusive = no clear call, values can overlap the other calls;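 note: yeast W303a lacking pdr1 and pdr3 grown in galactose medium; growth measured after three days at 30 °C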
Anthrax LF prot = inhibitors of Bacillus anthracis lethal factor protease; multiplex microsphere protease cleavage assay, LF; AID 588501; inhibition, % at 10 µM; 0.12% of 360,000 active; note: plate controls were buffer without enzyme for full effect and enzyme alone for no effect
BoNT-F LC inh = BoNT F light chain protease inhibition; 0.22% of 360,000 active; Multiplex microsphere protease cleavage assay, flow cytometry; AID 588497; inhibition, % at 10 µM; in the data active = inhibition above about 35%, passing the limit was not always enough; inconclusive = no clear call, values can overlap the other calls; note: plate controls were buffer without enzyme for full effect and enzyme alone for no effect
BioA inh = inhibitors of Mycobacterium tuberculosis BioA enzyme | purified M. tuberculosis BioA enzyme, plate reader | inhibition, % at 9.99 µM | 0.096% of 360,000 active | AID 602481; in the data active = inhibition above about 40%; inconclusive = no clear call, values can overlap the other calls
An asterisk follows results filed as active; u = inconclusive; x = no result given. Cut-off read from the data, not from the text of the source, unless noted: active = inhibition above about 30%; inconclusive = no clear call, values can overlap the other calls; inactive = below that.

SMILES	FBA Mtb inh	Mtb UGM inh	BoNT A protease	FadD28 binding	GDH-TPI inh	PfHsp40 yeast	Anthrax LF prot	BoNT-F LC inh	BioA inh
Cc1[nH]c2ccccc2c1C(=O)COC(=O)C1CC(=O)N(Cc2ccco2)C1 (stereo unspecified)	0	-0.3	-0.4	-3.0	6	-0.6	-1	1	-0.4
CC1CC(C)CN(CCCNC(=O)c2ccc3c(SCC(=O)O)c4c(nc3c2)CCC4)C1 (stereo unspecified)	2	-2.4	2.4	-2.9	-5	-0.6	-14	-35	0.3
O=C(O)c1ccc(NCc2ccncc2)cc1	2	-3.6	-0.4	0.9	2	1.0	-2	6	-0.1
COc1ccc(NC(=O)CN(C)C(=O)c2oc3c(ccc4ccccc43)c2C)cc1	2	0.5	0.1	-1.9	13	3.2	-2	4	-0.3
CC(C)(C)c1ccc(-n2ncc3c2CCCC3NC(=O)c2csnn2)cc1 (stereo unspecified)	2	-2.8	2.5	0.6	4	-0.8	3	2	-0.7
CCCSCCCNC(=O)c1ccc(C)c(NC(=O)C2=C(C)OCCS2)c1	-2	-0.6	1.0	-0.7	-12	-0.9	10	16	-0.5
CCC(NC(=O)c1cc(COc2ccc(C)nc2)on1)c1ccc(C)cc1 (stereo unspecified)	3	0.7	-1.1	-1.5	3	2.4	7	-5	-0.1
CCc1ccccc1NC(=O)CSc1nc2n[nH]c(C)c2c(=N)n1-c1ccc(OC)cc1	-1	x	-0.5	-26	20	4.6	-3	3	-0.6
CCOc1cc(C#N)c(NC(=O)c2ccco2)cc1OCC	0	-3.3	x	0.0	10	-2.2	x	x	0.1
CCN(c1ccccc1)S(=O)(=O)c1nnc(NC(=O)CC(C)C)s1	14	0.8	1.3	1.4	12	-1.6	17	5	3.3
CN(CC1COc2ccccc2O1)C(=O)CSc1ncnc2sccc12 (stereo unspecified)	2	1.5	0.2	-1.9	-2	2.0	-4	5	15
S=C(NCCCn1ccnc1)Nc1cccc(Cl)c1	-1	1.4	-0.7	-2.2	-1	35*	-5	0	2.4
COc1ccc(OCCN2CCC(C(=O)NC(c3ccc(F)cc3)c3ccc4ccccc4n3)CC2)cc1 (stereo unspecified)	2	x	-0.5	-3.1	1	x	-6	-11	-0.7
Cc1ccc(NC(=O)COC(=O)Cc2ccc(Br)cc2)cc1S(=O)(=O)N1CCOCC1	-3	-0.9	-0.6	-2.9	-5	0.1	-3	-1	-4.5
COc1ccc(OCCn2cncn2)cc1	1	-1.4	0.0	-0.2	7	-1.0	-2	16	-1.0
COc1ccc(N(C(=O)c2cnccn2)C(C(=O)NC2CCCCC2)c2ccccc2)cc1 (stereo unspecified)	3	1.9	-1.3	0.1	5	0.1	0	-4	-1.1
Cc1ccc(NC(=O)Cc2nnc(SCC(=O)NC3CCCC3)n2C)cc1	1	-0.4	-0.3	x	-14	-0.4	2	2	-0.1
CCOc1ccc(C(=O)Nc2nc(C)cc(C)n2)cc1[N+](=O)[O-]	2	-0.6	0.0	-1.2	2	-0.1	0	-4	2.1
COc1ccc(CCNC(=O)c2[nH]c(C)c(C(C)=O)c2C)cc1OC	-4	0.3	-2.1	-2.1	1	1.3	0	-24	1.4
Brc1ccccc1OCCOCCOc1cccc2cccnc12	-5	-0.8	0.0	-5.3	3	-0.7	-3	8	1.2
O=C(Cc1ccc2c(c1)OCCO2)Nc1ccc(Cl)c(S(=O)(=O)N2CCOCC2)c1	3	x	-0.1	-2.6	3	0.8	5	-7	4.2
O=C(Nc1nc2ccccc2s1)c1ccc(F)cc1	2	-3.2	-0.5	-2.3	-4	-0.5	-5	-4	-4.0
CCCSc1nc2c(c(=O)n(C)c(=O)n2C)n1Cc1ccc(C)cc1	1	-0.2	-1.0	-0.7	-5	0.2	-5	6	x
COc1ccc(NC(=O)CN(C)C(=O)C(C)Oc2ccc(Br)cc2)cc1 (stereo unspecified)	5	-4.9	0.8	-0.8	-1	1.9	-2	6	2.3
Cc1ccc(S(=O)(=O)Oc2ccc(N3C(=O)C4C5CCC(C5)C4C3=O)cc2)cc1 (stereo unspecified)	3	0.1	-1.2	-0.2	3	x	-9	-4	x

Next part, overlapping the part above by two compounds.
SMILES	FBA Mtb inh	Mtb UGM inh	BoNT A protease	FadD28 binding	GDH-TPI inh	PfHsp40 yeast	Anthrax LF prot	BoNT-F LC inh	BioA inh
COc1ccc(NC(=O)CN(C)C(=O)C(C)Oc2ccc(Br)cc2)cc1 (stereo unspecified)	5	-4.9	0.8	-0.8	-1	1.9	-2	6	2.3
Cc1ccc(S(=O)(=O)Oc2ccc(N3C(=O)C4C5CCC(C5)C4C3=O)cc2)cc1 (stereo unspecified)	3	0.1	-1.2	-0.2	3	x	-9	-4	x
O=c1[nH]c(=S)[nH]c2nc(-c3cccs3)cc(C(F)(F)F)c12	32*	-2.5	0.2	-1.3	17	0.0	-5	10	-0.2
CCOc1ccc(C(=O)N[C@H](C(=O)NC2CCCCC2)C(C)C)cc1	-3	x	-0.4	-4.1	-4	x	1	4	-0.4
CC1=NN(c2ccccc2)C(=O)C1C(=O)c1ccc(Cl)cc1 (stereo unspecified)	-1	2.2	-1.6	0.3	11	0.2	-6	-6	0.8
CCc1ccc(Cn2nnc(C(=O)NCc3ccccc3OC)c2N)cc1	4	0.4	-0.7	-1.6	15	-0.1	-4	-2	-2.0
O=C(O)/C=C/c1cn(-c2ccccc2)nc1-c1cc2ccccc2oc1=O	3	0.8	0.0	-3.5	25	0.0	0	4	1.8
O=C1CC(c2ccccc2)CC(=O)C1Sc1ccc(Cl)cc1 (stereo unspecified)	2	1.5	0.7	-1.0	-3	-0.9	1	-3	0.3
CC(C)N(Cc1cn[nH]c1-c1ccc(-c2ccccc2)cc1)Cc1nccn1C	1	-0.8	-0.8	-5.6	2	-0.2	-3	-8	2.7
Cc1cccc(C)c1OCC(=O)NC1CC1	1	-5.7	-1.3	-1.9	-4	-1.9	-2	2	-1.9
Cc1ccc(S(=O)(=O)Nc2ccccc2CNc2ccc(Br)cn2)cc1	-4	-2.8	-1.9	0.0	11	3.7	-2	-20	x
CCS(=O)(=O)N1Cc2ccccc2CC1C(=O)Nc1nc2c(C)cccc2s1 (stereo unspecified)	0	-6.1	1.0	-10	4	2.8	0	3	-5.2
C/C(=N\NC(=O)C(N)=O)c1ccc(NC(=O)c2cccs2)cc1	2	-1.6	-0.5	-0.8	21	-0.3	-11	-1	x
CC1=C(C(=O)Nc2cccnc2)C(c2ccncc2)n2nnnc2N1 (stereo unspecified)	-4	3.6	u	-4.6	14	0.8	2	-2	0.0
COc1ccc(CCNC(=O)c2nnc(CS(=O)(=O)c3ccccc3)o2)cc1OC	3	2.3	-0.3	0.5	-4	1.5	-4	3	0.2
CCC1SC(N)=NC1=O (stereo unspecified)	0	3.8	0.0	-1.6	-3	-0.1	3	1	0.0
CC(Sc1ncnc2sc(-c3ccccc3)cc12)C(=O)N1CCNC1=O (stereo unspecified)	2	-0.4	-0.4	-1.2	8	-0.8	0	-5	-1.6
COc1cc(-c2ccc3cc(OC)c(OC)c(OC)c3c2)cc(OC)c1OC	45*	x	0.0	-4.1	1	x	-2	5	-0.5
CCCNC(=O)CN1C(=O)NC(Cc2c[nH]c3ccccc23)C1=O (stereo unspecified)	0	2.8	-1.0	-0.5	4	-0.3	-8	-5	x
O=C(CCS(=O)(=O)Cc1ccc(Cl)cc1)NCCCN1CCN(c2ccccc2F)CC1	0	-2.1	-3.4	-3.8	6	-0.5	0	-6	-2.2
COc1cc(/C=N/NC(=O)c2cn(-c3cccc(C)n3)cn2)ccc1O	-1	2.0	0.2	-1.4	34*	-0.3	4	14	x
COc1cc(/C=N/S(=O)(=O)c2ccccc2)cc(OC)c1O	2	3.1	0.3	-1.4	15	0.4	1	6	-0.2
CCOC(=O)c1ccc(NC=C2C(=O)OC3(CCCCC3)OC2=O)cc1	-2	-1.7	-0.3	-1.5	9	-0.4	-2	-1	-1.5
O=C(N=C1SC2CS(=O)(=O)CC2N1Cc1ccc(Cl)cc1)C1CC1 (stereo unspecified)	-1	2.0	1.1	-4.8	-1	15	2	6	-1.6
COC(=O)c1ccc2nc(-c3cccc(Br)c3)c(Cc3ccc(OC)cc3C)n2c1	2	x	9.3	-2.3	x	x	17	-2	-1.9
CCC1NC(=O)c2cccnc2-n2c1nc1cc(C)cc(C)c1c2=O (stereo unspecified)	3	x	-2.4	-3.9	19	x	-10	-37	-0.7
O=C(COc1cccc2cccnc12)Nc1nccs1	1	-0.5	-1.1	-2.3	5	7.5	5	5	0.5

Later entries:
SMILES	FBA Mtb inh	Mtb UGM inh	BoNT A protease	FadD28 binding	GDH-TPI inh	PfHsp40 yeast	Anthrax LF prot	BoNT-F LC inh	BioA inh
C[C@H](O)[C@@H]1CN2CCc3c([nH]c4ccc(-c5ccc6c(c5)OCO6)cc34)[C@@H]2C[C@@H]1N(C)C(=O)Nc1cc(Cl)cc(Cl)c1	1	x	0.6	-7.2	11	x	-2	-10	-3.3
O=C(COc1ccccc1)NNC1=NS(=O)(=O)c2ccccc21	-2	-1.9	-2.6	-1.3	13	-0.6	-2	-15	x
CCOC(=O)c1c(C)c2c(n1C)CCC/C2=N\O	1	-0.2	0.9	-1.1	0	0.0	-1	10	-1.0
NC(=O)c1cnn2c1NC(c1ccc(F)cc1)CC2C(F)(F)F (stereo unspecified)	2	3.2	0.7	1.0	7	0.4	-6	-13	x
COc1ccccc1Nc1nc(N)nc(CSCCO)n1	0	6.2	-0.1	-3.5	2	0.6	-9	-4	-0.1
COc1ccc(-c2ccc(-c3nnc(Cc4ccc(OC)c(OC)c4)o3)cc2)cc1	39*	3.1	1.3	-4.0	15	1.6	-5	4	-1.2
CCN(c1ccccc1)S(=O)(=O)c1cc(C(=O)Nc2ccccc2Cl)ccc1F	2	2.7	0.3	-0.8	15	6.7	0	3	x
O=C(NCc1ccc2c(c1)OCO2)C(=O)NCC1OCCN1S(=O)(=O)c1ccc(Br)cc1 (stereo unspecified)	1	3.2	-0.8	-1.0	2	-2.3	0	1	0.0
Cc1cc(C)cc(Nc2nc(-c3ccc(S(=O)(=O)N4CCCC4)cc3)cs2)c1	6	-2.7	-1.5	1.6	15	0.2	-2	-16	x
O=C(Nc1cccnc1)c1cccnc1	-2	-0.1	-1.0	0.1	5	-2.5	-5	-13	9.0
CCCCCNCc1ccc(Cl)cc1	5	-1.7	-0.1	-1.7	1	-1.2	-1	-2	x
COc1ccc2c(c1)c(C(C)=O)c(C)n2-c1ccc(C(C)=O)cc1	-1	x	6.5	-1.0	0	-0.5	-2	u	x
COc1ccccc1Oc1nnnn1-c1ccc(C(N)=O)cc1	-2	0.4	-0.3	-1.7	3	-0.8	1	-1	-0.8
Cn1ccnc1C1CCCCN1Cc1nc(Cc2ccccc2F)no1 (stereo unspecified)	-2	-0.9	0.7	1.0	3	-1.1	-2	1	2.6
CC1=C(C(=O)Nc2cccnc2)C(c2ccc3c(c2)OCO3)C2=C(CCCC2=O)N1 (stereo unspecified)	11	-1.3	-0.5	-1.1	7	1.0	-3	8	1.2
Cc1ccc(S(=O)(=O)N(Cc2c(F)cccc2Cl)C(=O)N2CCN(C)CC2)cc1	-2	-3.2	1.6	-2.2	-12	-0.7	-2	-7	-2.0
O=S(=O)(Nc1ccccc1Br)c1cccc2cccnc12	0	x	-0.3	-0.5	4	x	1	0	0.0

Four of the compounds above, with bars between the fields.
canonical_smiles | FBA Mtb inh | Mtb UGM inh | BoNT A protease | FadD28 binding | GDH-TPI inh | PfHsp40 yeast | Anthrax LF prot | BoNT-F LC inh | BioA inh
O=C(Nc1cccnc1)c1cccnc1 | -2 | -0.1 | -1.0 | 0.1 | 5 | -2.5 | -5 | -13 | 9.0
CCCCCNCc1ccc(Cl)cc1 | 5 | -1.7 | -0.1 | -1.7 | 1 | -1.2 | -1 | -2 | x
COc1ccc2c(c1)c(C(C)=O)c(C)n2-c1ccc(C(C)=O)cc1 | -1 | x | 6.5 | -1.0 | 0 | -0.5 | -2 | u | x
COc1ccccc1Oc1nnnn1-c1ccc(C(N)=O)cc1 | -2 | 0.4 | -0.3 | -1.7 | 3 | -0.8 | 1 | -1 | -0.8
